# Compound activity from PubChem BioAssay.
# miR122 inh: blocks miR-122 activity in Huh7 sensor cells. Huh7 miR-122 Renilla luciferase sensor, 48 h; neutral wells = 0, positive control = 100. activation (reporter increase), % at 12.5 µM. hit rate 0.3% among 340,000. AID 602342;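 active = mean replicate activation score at least 90 and every replicate individually at or above 90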;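 also: higher luciferase means less miR-122 activity so hits act as miR-122 inhibitors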
# FN deposition inh: fibronectin deposition inhibition | AH1F fibroblasts, Alexa488-fibronectin deposition fluorescence, overnight | inhibition, % at 12.6 µM | hit rate 0.086% among 350,000 | AID 743247;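 active = mean inhibition across replicates of 30% or more, regardless of how many single replicates reach that level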;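 also: positive control wells lacked labelled fibronectin entirely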
#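 Material: AH1F fibroblast monolayer depositing Alexa488-labelled fibronectin into matrix / Amount: 10000 AH1F cells per well / Signal: fluorescence 485/525 nm / Medium: DMEM, 2% serum / Compound: single dose, pinned / Incubation: 1 h cell adhesion before compound, then overnight fibronectin incubation / Reagent: Alexa488-FN, 24 nM final / Read-out: inhibition of fibronectin deposition signal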
# An asterisk follows results filed as active.
SMILES,miR122 inh,FN deposition inh
COc1ccc(S(=O)(=O)N(CC(=O)N2CCOCC2)Cc2ccccc2)cc1,5,-1
O=C1c2ccccc2-c2nc3ccccc3nc21,13,-4
CCOC(=O)c1nnn(-c2nonc2N)c1-c1ccccc1,6,-21
Cc1ccccc1NC(=O)Cn1c(=O)n(C)c2ccccc21,-1,-6
CCC(=O)Nc1ccc(NC(=O)C23CC4CC(CC(C4)C2)C3)cn1,-8,-6
COc1ccccc1CNc1nc2nc(C)c(Cl)c(=O)n2[nH]1,7,3
CC(C)Nc1oc(-c2cccc3ccccc23)nc1C#N,-4,-3
O=C(CCN1C(=O)/C(=C/C=C/c2ccccc2)SC1=S)Nc1nccs1,-4,16
CCC(C)NC(=O)c1c(N)n(/N=C/c2ccccn2)c2nc3ccccc3nc12 (configuration not stated),-18,-4
CN(C)c1ncc(S(=O)(=O)c2ccccc2)c(-c2ccc(Cl)cc2Cl)n1,-5,2
O=S(=O)(c1cccc(-c2cn3cccnc3n2)c1)N1CCOCC1,2,4
COc1ccc(C(=O)COC(=O)C(CC(C)C)N2C(=O)c3ccccc3C2=O)cc1 (configuration not stated),1,2
CCOc1ccc(NC(=O)c2ccccc2OC)cc1,16,-6
CCOc1cc2[nH]c(=S)n(CCc3ccc(OC)c(OC)c3)c(=O)c2cc1OCC,35,6
O=c1cc(CN2CCN(c3cccc(Cl)c3)CC2)c2cc(O)c(-c3ccccc3)cc2o1,-3,-4
CN(C)C(=O)N1CCCC(C(=O)NCc2cccs2)C1 (configuration not stated),1,-2
Cc1ccc(NC(=O)CCn2c(=O)oc3ccccc32)c(C)c1,-6,8
CCc1cc(C=NC2CCCCC2)c(O)s1,-3,-4
O=C(Nc1ccc2c(c1)OCO2)c1ccccc1SCC(=O)N1CCCC1,-2,-8
CC1(C)CC(=O)C2=C(C1)NC(Nc1nc3ccccc3o1)=NC21CCCCC1,-7,3
CCOC(=O)c1[nH]c(C)c(C(=O)OCC(=O)NC(=O)NC(C)(C)C)c1C,-5,6
N#Cc1c(C(F)(F)F)cc(-c2ccccc2)nc1SCC(=O)N1CCOCC1,-13,-6
CCCCN1C(=O)C(NC(C)=O)c2ccccc21 (configuration not stated),4,-3
Cc1cc(C)cc(CC2CC(=O)N(c3nc(C)cc(C)n3)C2=O)c1 (configuration not stated),4,1
COCCCNC(=O)c1ccc(Cn2c(=O)c3ccccc3n(Cc3ccc(C)cc3)c2=O)cc1,-5,-10

# Another view of part of the listing above:
SMILES | miR122 inh | FN deposition inh
O=S(=O)(c1cccc(-c2cn3cccnc3n2)c1)N1CCOCC1 | 2 | 4
COc1ccc(C(=O)COC(=O)C(CC(C)C)N2C(=O)c3ccccc3C2=O)cc1 (configuration not stated) | 1 | 2
CCOc1ccc(NC(=O)c2ccccc2OC)cc1 | 16 | -6
CCOc1cc2[nH]c(=S)n(CCc3ccc(OC)c(OC)c3)c(=O)c2cc1OCC | 35 | 6

# (continued)
SMILES,miR122 inh,FN deposition inh
CCc1ccc(S(=O)(=O)NCCc2csc(-c3ccccc3)n2)s1,52,-8
O=C(O)COCc1nc2ccccc2[nH]1,-5,0
Cc1c(NS(=O)(=O)c2ccccc2)cc(Cl)c(O)c1C,27,-9
COc1ccc(NC(=O)COC(=O)c2cnccn2)cc1Cl,0,8
CNc1c([N+](=O)[O-])cnn1-c1ccc(C)cc1,-4,17
C=C1c2cc(OC)ccc2NC(=O)N1CC,-2,8
CCOc1ccc(NC(=S)NC(=O)/C=C/c2ccc(OC)c(OC)c2)c([N+](=O)[O-])c1,-1,-2
Cc1cc(=O)n2nc(-c3ccccc3)sc2n1,-16,1
CN(C(=O)c1cc2n(n1)C(C(F)(F)F)CC(c1ccco1)N2)c1ccc(OC(F)(F)F)cc1 (configuration not stated),-6,17
Cn1c(CCN2CCCCC2)nc2cc(NS(=O)(=O)c3ccc(Cl)cc3)ccc21,10,14
CCOC(=O)c1cc2c(C)n(-c3ccc(N(C)C)cc3)c(C)c2cc(C(=O)OCC)c1=O,-5,3
CC(=O)c1ccc(OCCCC(=O)NCC(c2ccco2)N(C)C)cc1 (configuration not stated),2,-23
Cc1ccc(N=CC2=C(O)CC(c3ccco3)CC2=O)cc1 (configuration not stated),-2,-4
COc1ccc(NC2=NC(=S)N(c3cccc(C)c3)C23CCCCC3)cc1,2,6
Cc1cccc(OC(C)C(=O)N(Cc2cccs2)C2CCS(=O)(=O)C2)c1C (configuration not stated),-22,1
Cc1onc(-c2c(Cl)cccc2Cl)c1C(=O)c1c[nH]c(C(=O)NC2CC2)c1,-2,7
Cc1ccc(-c2ccc(/C=N/N=C3/NC(=O)C(CC(=O)O)S3)o2)c([N+](=O)[O-])c1 (configuration not stated),-19,6
O=C(CNC(=O)c1ccccc1F)NC1CC1,-4,6
Nc1nc(-c2cccnc2)nn1S(=O)(=O)c1ccccc1,-10,22
Cn1c(-c2sccc2OCc2ccccc2)n[nH]c1=S,7,7
Cc1cc(NC(=O)Cn2c(=O)c3c(ncn3CCC(C)C)n(Cc3ccccc3)c2=O)no1,-12,-5
Cc1ccccc1Nc1nc(N)nc(COC(=O)CCS(=O)(=O)c2ccccc2)n1,5,-5
CCOC(=O)CSc1nc(-c2ccc(OC)cc2)ns1,-3,-1
CCN(CC)CCN=CC1=C(O)CNC1=O,-2,-9
c1cnc(Nc2nc(-c3ccc4ccccc4c3)cs2)nc1,-2,-4

# For reference, some entries already given:
SMILES,miR122 inh,FN deposition inh
CCc1ccc(S(=O)(=O)NCCc2csc(-c3ccccc3)n2)s1,52,-8
O=C(O)COCc1nc2ccccc2[nH]1,-5,0

# New compounds follow.
SMILES,miR122 inh,FN deposition inh
O=C(Nc1nc(-c2ccc3c(c2)OCO3)cs1)c1ccncc1,3,-3
CCOc1ccccc1-n1c(N)c(C(N)=O)sc1=S,-4,-3
C#CCN1C(=O)C(O)(CC(=O)c2ccc(OC)c(OC)c2)c2ccccc21 (configuration not stated),21,2
Cc1ccnc(N2CCC(C(=O)NC3CCCCCC3)CC2)n1,-6,-4
Cc1ccc(Cc2cnc(NC(=O)CN3CCOCC3)s2)cc1Cl,0,0
O=C(COC(=O)c1cc(S(=O)(=O)N2CCc3ccccc3C2)ccc1Cl)NCc1ccco1,1,15
CCCn1c(SCC(=O)NC2CCCCC2C)n[nH]c1=O (configuration not stated),4,-3
Cc1ccc(C(=O)Nn2c(N)c(S(=O)(=O)c3ccc(C)cc3)c3nc4ccccc4nc32)cc1,18,-3
COC(=O)C1=C(N)Oc2cc(N(C)C)ccc2C1c1ccccc1OC (configuration not stated),35,1
COc1cccc(-n2c(COc3ccc(C)cc3)nnc2SCC(N)=O)c1,-5,-9
Cc1oc2cc(OC(C)C(=O)O)ccc2c(=O)c1Oc1ccccc1 (configuration not stated),3,5
CCc1ccc(-c2nnn(Cc3nc4ccccc4s3)n2)cc1,2,-12
CCOC(=O)CNC(=O)c1sc(NC(=O)c2ccccc2)nc1C,-1,-11
CCOC(=O)c1sc(NC(=O)c2cc(-c3ccc(C)cc3)nc3ccccc23)c(C#N)c1C,26,3
Cc1cc(-n2c(SCCC#N)nnc2-c2cccnc2)ccc1Cl,1,14
Cc1ccc(C(=O)Nc2ccc3c(c2)OCO3)cc1,3,-6
O=c1c2cc(Cl)ccc2[nH]c(=S)n1Cc1ccco1,26,-5
CCNC(=S)NNC(=O)c1cccn(Cc2ccc(Cl)cc2)c1=O,-14,-8
COc1cc(NC(=O)c2c(F)c(F)c(F)c(F)c2F)c(OC)cc1Cl,-39,-3
CCCC1S/C(=N/N=C/c2ccc(OC)cc2)N(Cc2ccc(OC)cc2)C1=O (configuration not stated),1,-15
C(=C\c1nc2ccccc2[nH]1)/c1ccccc1,54,9
Cc1cccc(-c2noc(CCCC(=O)Nc3cccnc3)n2)c1,-5,15
Oc1ccc(Nc2nc(N3CCCC3)c3ccccc3n2)cc1,3,12
CCOC(=O)c1nn(-c2ccc(C)cc2)c(C)c1C(C)=O,-2,-16
COc1ccc(OC)c(-c2nnc(-c3ccc(C)o3)o2)c1,5,-4
# (more compounds)
SMILES,miR122 inh,FN deposition inh
O=C(CN1CC(c2ccccc2)CC1=O)OCc1cccc(Br)c1 (configuration not stated),-2,6
COc1ccccc1CNC(=O)CCn1c(=O)[nH]c2ccsc2c1=O,10,-5
O=C(COC(=O)C1=COCCO1)Nc1ccc(Oc2ccccc2)cc1,-9,10
O=C(CN(C(=O)c1ccccc1Cl)C1CCCCC1)Nc1ccc(Cl)c([N+](=O)[O-])c1,3,-3
COC(=O)Cn1c(=O)sc2ccccc21,-8,-1
O=C(NCc1cccnc1)c1ccccn1,-4,5
Nn1cc(-c2ccccc2)nc1SCC(=O)N1CCN(S(=O)(=O)c2ccc(Cl)cc2)CC1,-5,9
Cc1ccc(-c2nc3cc(NC(=O)C(C)C)ccc3o2)cc1C,2,10
COc1cccc(-c2cc(C(F)(F)F)nc(-n3cc(Cl)cn3)n2)c1,0,-13
CN(C)C(=O)Cn1c(=O)n(C)c2ccccc21,8,-4
CCOc1ccc(CCNC(=O)c2ccc(N3CCCC3=O)cc2)cc1OCC,-2,0
N#CCSc1nnc(-c2cccnc2)n1-c1ccccc1,-1,-16
CCN1CNC(=S)N(c2cc(C)ccc2C)C1,-5,-1
CCOC(=O)c1cnc2c(cnn2C)c1NCCCN(C)C,-8,3
O=C(CSc1nnc(-c2ccccn2)n1-c1ccc(Cl)cc1)Nc1ccc2c(c1)OCO2,-7,-9
CCOC(=O)N1CCN(C(=O)CSCc2nc(-c3ccccc3C)oc2C)CC1,-5,1
O=C(O)C1C2C=CC(C2)C1C(=O)NCCCn1ccnc1 (configuration not stated),-5,-16
CCOc1ccc2[nH]c(=O)c(CN(Cc3nnnn3Cc3ccccc3)CC3CCCO3)cc2c1 (configuration not stated),-10,-2
Cc1cc(C)nc(-n2nc(C)cc2NC(=O)CNC2CCCCC2)n1,0,-6
CN(Cc1ccccc1)C(=O)CCNS(=O)(=O)c1ccc2c(c1)oc(=O)n2C,0,-1
Cc1ccc(Oc2cc(-n3nc(C)cc3C)ncn2)cc1,-4,-1
CCOC(=O)c1c(NC(=O)CSc2nnc(-c3ccco3)o2)sc(C)c1C,-10,1
COC(=O)C1=C(C)NC(=O)/C1=C\c1cc(C)n(-c2c(C)cccc2C)c1C,-10,1
CCOC(=O)C1CCC2(CC1)C(C#N)=C(N)Oc1n[nH]c(C)c12 (configuration not stated),-4,10
Cc1ccc(-c2ccc(=O)[nH]n2)cc1,-1,-2

# One compound at a time, as listed above. Values in the order: miR122 inh	FN deposition inh
# Profile of O=C(NCc1cccnc1)c1ccccn1 → -4	5
# Profile of O=C(CN1CC(c2ccccc2)CC1=O)OCc1cccc(Br)c1 (configuration not stated) → -2	6
# Profile of CCOc1ccc(CCNC(=O)c2ccc(N3CCCC3=O)cc2)cc1OCC → -2	0
# Profile of O=C(COC(=O)C1=COCCO1)Nc1ccc(Oc2ccccc2)cc1 → -9	10
# Profile of O=C(CN(C(=O)c1ccccc1Cl)C1CCCCC1)Nc1ccc(Cl)c([N+](=O)[O-])c1 → 3	-3

# (list continues)
SMILES,miR122 inh,FN deposition inh
CCOC(=O)c1[nH]nc(C(=O)c2ccc(Br)cc2)c1O,2,9
CC(c1ccco1)N(C(=O)Nc1ccccc1)C1CCCCC1 (configuration not stated),-3,-8
CC(=O)Nc1ccc(S(=O)(=O)Oc2ccc(/C=N/NC(=O)c3ccc(Cl)cc3)cc2)cc1,-1,-22
Nc1cc(=O)[nH]n1C1CCN(c2ccccc2)CC1,4,-10
O=C(NCC12CC3CC(CC(C3)C1)C2)c1nc2ncccn2n1,-2,-1
COCCOC(=O)c1c(C)oc2ccc(OC(=O)c3c(OC)cccc3OC)cc12,-7,-11
Cc1ccc(C(c2sc3nc(C)nn3c2O)N2CCOCC2)cc1 (configuration not stated),-5,-6
COc1ccccc1OCCSc1nnc(C)n1-c1ccccc1,1,-7
O=C(Nc1ccccc1-c1nc2ccccc2s1)c1ccc(Br)o1,13,4
CCN1CCN(C(=S)c2ccc(SC)cc2)CC1,-4,13
O=C(NC1CCCC1)C(c1ccncc1)N(CC1CCCO1)C(=O)Cn1nnc(-c2cccs2)n1 (configuration not stated),4,0
CCOc1ccc2[nH]c(C)c(CN3CCN(C)CC3)c(=O)c2c1,-5,4
COc1cccc(-c2nnc(-c3ccc(C(F)(F)F)cc3)o2)c1OC,-7,1
CCCCn1c(NC(=O)c2ccccc2)c(C#N)c2nc3ccccc3nc21,7,-7
Cc1cccc(NC(=O)CSc2nnc(C)n2Cc2ccccc2)c1,-7,-3
Cc1ccc(/C=N/n2c(C)n[nH]c2=S)o1,2,5
N#Cc1c(NC(=O)CSc2nnc(-c3ccncc3)n2CC2CCCO2)sc2c1CCCC2 (configuration not stated),14,-7
O=S(=O)(Nc1ccc2c(c1)CCC2)c1cccs1,25,3
COC(=O)C1=NN(N=O)C2(CC(=O)N(c3cc(C)cc(C)c3)C2=O)C1 (configuration not stated),-4,0
COc1ccc(C)cc1S(=O)(=O)N(CC(=O)O)c1ccc(C)cc1,-6,2
CCOc1ccc(-c2nc(-c3cccnc3)no2)cc1,-2,-4
COc1cc2c(cc1OC)C1=C(C#N)CC/C(=N\S(=O)(=O)c3cccc(Cl)c3)N1CC2,-3,3
CC(=O)N(c1ccc2oc(=O)sc2c1)S(=O)(=O)c1cccs1,-6,5
CC(C)(C)c1cc(C(=O)N2CCN(c3ncccn3)CC2)ccn1,-21,15
CC1(C)C(c2ccco2)=[N+]([O-])C2(CCCCC2=O)N1O (configuration not stated),-3,-2
O=C(NCc1ccc2c(c1)OCO2)c1ccc2c(c1)OCCO2,-1,-2

# The list is partial, so the mix of outcomes need not match the whole.
